IMPase inh = IMPase inhibition in cells; P97697; 120,000 tested, under 10 active; inhibition (IP1 accumulation), % at 46.1 µM; AID 901; CHO-M1 cells, IP1 accumulation, HTRF TR-FRET ratio; active = well fitted curve in the direction sought with a large enough effect in the signal ratio, not every such curve was filed as active; inconclusive = small, poorly fitted or top-dose-only effect, or a change in a side signal; inactive = no such curve, though single readings can be large or run the other way; the % refers to the signal ratio;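 also: cells stimulated with carbachol in lithium chloride buffer; plate controls were DMSO basal wells for no effect and reference inhibitor wells for full effect; higher means more IMPase inhibition seen as more IP1 and lower FRET ratio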
Target sequence (P97697 whole entry, looked up): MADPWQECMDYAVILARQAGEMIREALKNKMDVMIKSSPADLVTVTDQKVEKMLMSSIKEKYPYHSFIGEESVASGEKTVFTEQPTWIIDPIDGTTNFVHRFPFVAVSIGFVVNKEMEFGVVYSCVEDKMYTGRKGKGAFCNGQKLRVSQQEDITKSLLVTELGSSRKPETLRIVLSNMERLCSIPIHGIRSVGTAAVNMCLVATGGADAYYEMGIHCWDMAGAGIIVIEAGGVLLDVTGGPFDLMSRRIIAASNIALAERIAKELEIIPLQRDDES
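Carbachol-driven Gq signalling in CHO-M1 cells (2000/well) generates IP1. Compounds that block IMPase raise IP1 and so reduce the FRET signal from Eu-anti-IP1 and d2-IP1 after a 10 min room-temperature lysis.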
12-hLO inh = blocks human 12-lipoxygenase activity; hit rate 0.12% among 150,000; purified 12-hLO, xylenol orange hydroperoxide absorbance; P18054; Potency, µM (highest dose often 57.1 µM), for inactives: at the highest dose activity change, negative = inhibition, hits mostly inhibitors; AID 1452; also: potency is read from the fitted curve at half-maximal effect; nearly all actives have a fitted effect of over 55% in size; many of its hits are not listed in these tables
Target sequence (P18054 whole entry, looked up): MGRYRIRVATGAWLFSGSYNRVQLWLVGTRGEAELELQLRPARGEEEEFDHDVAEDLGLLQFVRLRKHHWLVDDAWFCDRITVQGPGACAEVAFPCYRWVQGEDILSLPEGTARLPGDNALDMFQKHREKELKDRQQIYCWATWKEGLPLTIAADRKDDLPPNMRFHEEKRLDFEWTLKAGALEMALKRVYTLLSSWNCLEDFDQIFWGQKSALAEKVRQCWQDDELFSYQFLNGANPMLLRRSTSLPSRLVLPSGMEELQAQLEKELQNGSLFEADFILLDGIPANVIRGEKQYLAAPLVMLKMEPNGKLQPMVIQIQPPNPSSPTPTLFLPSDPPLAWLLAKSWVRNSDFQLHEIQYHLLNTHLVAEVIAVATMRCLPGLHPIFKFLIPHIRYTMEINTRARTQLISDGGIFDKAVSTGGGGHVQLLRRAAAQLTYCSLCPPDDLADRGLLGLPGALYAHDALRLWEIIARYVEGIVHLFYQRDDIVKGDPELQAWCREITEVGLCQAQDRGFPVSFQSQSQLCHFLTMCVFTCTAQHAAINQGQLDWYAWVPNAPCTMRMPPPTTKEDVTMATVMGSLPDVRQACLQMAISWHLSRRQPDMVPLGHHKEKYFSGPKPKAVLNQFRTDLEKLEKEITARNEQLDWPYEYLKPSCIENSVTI
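Purified human 12hLO (150 nM final) was preincubated with compounds for 15 min at room temperature in 25 mM Hepes pH 7.0, 0.01% Triton X-100, then reacted with 40 uM arachidonic acid for 30 min. Hydroperoxide was detected with ferrous iron/xylenol orange.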
15-hLO-2 inh = inhibitors of human 15-lipoxygenase 2 (ALOX15B); hit rate 0.56% among 110,000; purified 15hLO-2, xylenol orange hydroperoxide absorbance; O15296; Potency, µM (doses to about 57.1 µM), for the others: at the top dose activity change, negative = inhibition, most hits filed as inhibitors; also: potency is read from the fitted curve at half-maximal effect; nearly all actives have a fitted effect of over 60% in size; many of its hits are not listed in these tables
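Purified human 15hLO-2 (50 nM) preincubated 15 min with compound, then 45 uM arachidonic acid for 90 min at RT in 25 mM Hepes pH 7.5, 0.01% Triton X-100. Hydroperoxide detected by Fe-xylenol orange; 573/405 nm absorbance ratio.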
PNC inhibitor = perinucleolar compartment assembly inhibition. PC3M PTB-GFP, PNC prevalence imaging, 16 h; stronger effect = lower value. activity change (PNC), negative = inhibition, % at 10 µM. hit rate 3.1% among 140,000. AID 2417;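 active = readout at or below -70, meaning at least 70% loss of cells showing the perinucleolar compartment, a nuclear body marking cancer cells; inconclusive = readout between -30 and a set limit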;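 also: plate controls were DMSO wells for no effect and camptothecin positive control wells for full effect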
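PC3M cells stably expressing PTB-GFP, 750–1000 cells/well, treated 16 h at 37 °C with compound (23 nl of library stock), in duplicate. After paraformaldehyde fixation and Hoechst stain, imaged at 20x; PNC prevalence scored by image analysis.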
Numbers without * were called inactive; ? = inconclusive; . = not tested or not shown; [ ] = another dose, or the depositor's remark. Unless noted, calls follow the shape of the dose curve; as a rule, active = well fitted curve in the direction sought with a large enough effect; inconclusive = small, poorly fitted or top-dose-only effect, or another doubt; inactive = no such curve, though single readings can be large; an effect the other way counts as inactive or inconclusive. Unless noted, % is scaled to controls: 0 for no effect and ±100 for the full control effect. These rows are one share of the data. The share of hits here may be higher or lower than overall.

IMPase inh | 12-hLO inh | 15-hLO-2 inh | PNC inhibitor | SMILES
-2 | -10% | -6% | -17 | CCN(CC)S(=O)(=O)c1ccc(NS(=O)(=O)c2ccc(C)c(C)c2)cc1
3 | -4% | -1% | ? | Cc1cc(S(=O)(=O)NCCN2CCOCC2)c(C)s1
-7 | -6% | -1% | 48 | Cc1cc(-c2ccc(N3C(=O)CCC3=O)c(C)c2)ccc1N1C(=O)CCC1=O
9 | 4% | 1% | -12 | CCOC(=O)C1CCN(C(=O)Cn2cc3c(n2)CCC(C)C3)CC1 (stereo not given)
. | 1% | . | 1 | CCC(=O)N1CCN(c2ccccc2NC(=O)c2ccc(-c3cccc([N+](=O)[O-])c3)o2)CC1
7 | 1% | -14% | 56 | Cc1ccccc1CSc1nnc(-c2cccs2)n1Cc1ccco1
10 | -7% | -13% | 33 | Cc1ccc2c(Cl)cc(Cl)c(OCC(=O)NC(=O)NCc3ccco3)c2n1
-3 | ? | 8% | -5 | O=C(NCc1ccccc1)c1cccc(COc2ccc(Cl)cc2)c1

IMPase inh | 12-hLO inh | 15-hLO-2 inh | PNC inhibitor | SMILES
3 | 1% | -27% | -3 | O=S(=O)(CCN(CCS(=O)(=O)C(F)(F)F)CC1CCCO1)C(F)(F)F (stereo not given)
11 | -2% | -6% | 8 | OCCN(CCO)c1ncnc2c1sc1nc(N3CCOCC3)c3c(c12)CCCC3
-7 | 3% | 8% | -4 | Fc1cc2ncn(Cc3ccccc3)c2cc1F
11 | -1% | -5% | ? | CCOC(=O)c1cn(CC)c2cc(N3CCSCC3)c(F)cc2c1=O
-2 | -12% | -8% | -10 | Cn1cc(CCC(=O)NCc2ccc3c(c2)OCO3)c2ccccc21
9 | -10% | -15% | ? | Cc1ccc(-c2csc3ncnc(N4CCN(C(=O)c5ccccc5)CC4)c23)cc1
12 | -27% | -13% | -28 | CCCC(c1nnnn1C(C)(C)CC)N(Cc1ccco1)Cc1cc2ccc(OC)cc2[nH]c1=O (stereo not given)
-9 | 4% | 1%[2.29 µM] | -8 | Cc1cc(C(=O)NCc2cccs2)cs1

IMPase inh | 12-hLO inh | 15-hLO-2 inh | PNC inhibitor | SMILES
. | -9% | -9% | . | CCc1c2c(nc3c(C(C)C)cccc13)-c1cccc(=O)n1C2
-7 | 0% | -3% | -11 | COc1ccc(C(=O)Nc2nnc(C(F)(F)F)s2)cc1
. | -1% | -7% | . | COc1cc(OC)c2c(c1Cl)OC1(C2=O)C(O)=CC(=O)CC1C (stereo not given)
-1 | -3% | 6% | -25 | O=C(Nc1cccn2ncnc12)c1ccc(Cl)cc1
-2 | -2% | . | 87 | CN(C(=O)Nc1ccccc1)C1CCS(=O)(=O)C1 (stereo not given)
3 | -13% | 11% | 32 | Cc1ccc(NC(=O)c2nnn(-c3cc(C)cc(C)c3)c2N)cc1
3 | 14% | 18% | -4 | CN(C)/C=C(/C#N)C(=O)c1cccc(Oc2ccc(C(C)(C)C)cc2)c1
-7 | ? | 6% | -30 | Oc1ccc(CNc2ccccc2)c2cccnc12

IMPase inh | 12-hLO inh | 15-hLO-2 inh | PNC inhibitor | SMILES
-1 | 2% | 43%[activator] | -8 | c1ccc2c(c1)N1CCN=C1N2CCN1CCCCC1
0 | 4% | 7% | 20 | CCCCC(=O)Nc1ccc2c(c1)nc(CCN1CCOCC1)n2C
-3 | 1% | 6% | 8 | CC1(C)CC(=O)c2c(nn(-c3ccccc3)c2N)C1
-3 | -1% | -3% | 19 | COC(=O)c1ccc(-n2cnc(Cl)n2)c(F)c1
3 | -11% | -2% | -1 | CSCCOC(=O)C1=C(C)NC(=O)CC1c1ccccc1Cl (stereo not given)
9 | -5% | -13% | ? | O=C(c1ccco1)N1N=C(c2cccs2)CC1c1ccc(F)cc1 (stereo not given)
-3 | 0% | -15% | 39 | C=CCc1ccc(OCCOc2ccc(/C=N/n3cnnc3)cc2OCC)c(OC)c1
3 | -4% | -1% | 20 | CS(=O)(=O)N1CCN(C/C=C/c2ccccc2)CC1

IMPase inh | 12-hLO inh | 15-hLO-2 inh | PNC inhibitor | SMILES
-10 | 3% | . | -100* | COc1cccc(-n2c(SCC(=O)Nc3nccs3)nnc2-c2ccoc2C)c1
-7[1.84 µM] | -4% | -9%[11.4 µM] | ? | COc1ccc(CNC(=O)C(c2ccncc2)N(C(=O)Cc2cccs2)c2ccccc2C)cc1 (stereo not given)
0 | 9% | 2% | 2 | CN(c1ccc(C(=O)Nc2ccccc2C(F)(F)F)cc1)S(C)(=O)=O
. | -11% | . | 66 | Cc1ccc(NC(=O)c2ccc(NCCN)c([N+](=O)[O-])c2)cc1
-8 | -6% | -12% | 6 | CC1(C)CC(=O)C2=C(C1)c1c(ccc3ccccc13)NC2c1ccco1 (stereo not given)
5 | -3% | -7% | -12 | COc1ccc(Cn2cccc(NC(=O)Nc3cccc(C#N)c3)c2=O)cc1
13 | -1% | -13% | ? | Clc1cccc(-c2ccnc3nc(-n4cccc4)nn23)c1
. | -10% | . | -12 | COc1ccc(OC)c(NC(=O)CCCN2C(=S)NC(C)(C)CC2C)c1 (stereo not given)

IMPase inh | 12-hLO inh | 15-hLO-2 inh | PNC inhibitor | SMILES
-8 | ? | 20% | -24 | COc1ccc(-c2csc(Nc3cccnc3)n2)cc1
2 | -4% | 9%[2.29 µM] | 10 | COc1ccc(NC(=O)c2c(NC(=O)CNCc3ccco3)sc3c2CCC3)c(OC)c1
1 | 1% | 3% | 30 | CCOC(=O)CNC(=O)c1cn(CC)c(=O)c2cc(OC)c(OC)cc12
17 | 6% | -6% | 22 | Cc1ccc2c(c1)CC1(CN2C)C(=O)OC(C)(C)OC1=O
. | -4% | . | 30 | COc1ccc(OCC(=O)NNC(=O)C(=O)N2CCCC2)cc1
-8 | 4% | -9% | ? | O=C(COc1nc2ccccc2nc1N1CCOCC1)N1CCc2ccccc21
2 | 5% | 5% | ? | Cc1ccc(S/C=C\C(=O)c2ccccc2)cc1
8 | -21% | -1% | ? | NC(=O)c1ccc(C(F)(F)F)n(Cc2ccc(Cl)cc2)c1=O

IMPase inh | 12-hLO inh | 15-hLO-2 inh | PNC inhibitor | SMILES
. | -4% | . | -83* | CN(C)c1ccc(/C=C(/C#N)C(=O)NCc2ccccc2)o1
-3 | -2% | -1% | 8 | Cc1cccc2cc(CN(Cc3ccco3)C(=O)c3cccs3)c(=O)[nH]c12
-9 | -1% | 8% | -23 | COCCn1c(SCC(=O)Nc2cc(C)on2)nnc1-c1ccco1
. | -4% | . | -8 | c1csc(C2Nc3ccccc3-c3nc4ccccc4n32)c1 (stereo not given)
. | -4% | . | -14 | CC(C)C1OC2c3cccc4cccc(c34)C2N1c1ccccc1 (stereo not given)
3 | -17% | -10% | -24 | O=c1[nH]c2cccc(Cl)c2n(CCNc2ncc(C(F)(F)F)cc2Cl)c1=O
5 | -2% | -2% | 25 | CCOc1ccccc1NC(=O)c1ccc2nccnc2c1
1 | -6% | 15% | ? | Cc1ccc(N2CC(C(=O)NCc3ccccn3)CC2=O)cc1 (stereo not given)

IMPase inh | 12-hLO inh | 15-hLO-2 inh | PNC inhibitor | SMILES
2 | 5% | -1% | 8 | COC(=O)Cn1cnc2ccccc2c1=O
-10 | 0% | . | ? | O=C(CCN1C(=O)c2ccc([N+](=O)[O-])cc2C1=O)Nc1cccc(O)c1
-2 | -5% | -1% | 22 | COc1ccc(NC2CS(=O)(=O)CC2NCc2ccco2)cc1 (stereo not given)
-4 | -4% | -5% | 2 | Cc1ccc2c(c1)N(CCC(=O)NC(C)C)C(=O)CO2
5 | 4% | 9% | 55 | COc1ccc(-c2nc(C(N)=O)c3[nH]c(=O)n(-c4ccccc4OC)c3n2)c(OC)c1
4 | -21% | 12% | ? | OC(c1ccc2c(c1)OCO2)c1nccc2ccccc12 (stereo not given)
11 | -3% | 6% | 30 | C=CCOC(=O)c1sc(NC(=O)c2ccco2)nc1C
8 | -5% | -14% | 4 | Cc1ccc(COn2c(-c3ccc(Cl)cc3Cl)nc3ncccc32)cc1

IMPase inh | 12-hLO inh | 15-hLO-2 inh | PNC inhibitor | SMILES
. | 1% | 1% | . | O=C(c1ccncc1)N1CCC2(CCCN(c3ccccc3)C2)CC1
-2 | 7% | 13% | 3 | Cc1nc2c(C(=O)N3CCN(C)CC3)cnn2c(C)c1Cc1ccc(Cl)cc1
2 | 2% | . | -10 | CCSc1nc(-c2ccccc2)nc(C(Cl)Cl)n1
18 | -1% | 2% | 5 | O=C(CCC1COc2ccccc2O1)N1CCCC1 (stereo not given)
. | -5% | . | 7 | O=C(N/N=C/C=C/c1ccco1)c1cccc([N+](=O)[O-])c1
-2 | ? | ? | -12 | COc1ccc(Br)cc1/C=N/NC(=O)CNC(=O)/C=C/c1ccccc1
15 | -18% | . | ? | COc1ccccc1Nc1nc(N)nc(CSC(=S)N2CCC(C)CC2)n1
-1 | 1% | 3% | 19 | Cc1ccc(-c2nc(-c3ccccc3)no2)c(Cl)c1

IMPase inh | 12-hLO inh | 15-hLO-2 inh | PNC inhibitor | SMILES
3 | 0% | 2% | 22 | O=C(CCC(=O)OCC(=O)c1ccccc1)NC1CCCCC1
-7 | -15% | -1% | 7 | N#CC1=C(N)Oc2c(oc(CO)cc2=O)C1c1cccs1 (stereo not given)
4 | 0% | . | 54 | COC(=O)c1[nH]c2cc(OC)ccc2c1NC(=O)CN1CCOCC1
. | 13% | . | -10 | COc1ccc(/C=C2\NC(=O)C(C=NCc3ccccc3)=C2O)cc1
-1 | 3% | -4% | -23 | O=C(O)CCCNCc1ccccc1F
-2 | -2% | -3% | 37 | CCOC(=O)c1cc(NC(=O)N(C(C)C)C(C)C)c(C)nc1C
15 | -1% | -5% | -12 | CCOC(=O)c1ccc(NC(=O)CN2CCc3ccccc3C2)cc1
. | -1% | . | ? | CCc1nnc(NC(=O)C(CC)c2ccccc2)s1 (stereo not given)

IMPase inh | 12-hLO inh | 15-hLO-2 inh | PNC inhibitor | SMILES
11 | 2% | 12% | -9 | C=CCc1ccccc1OCC(O)Cn1ccnc1C (stereo not given)
3 | 1% | 19% | ? | CC1CCN(c2nc3ccc(C(=O)N4CCN(Cc5ccccc5)CC4)cc3s2)CC1
3 | 2% | . | 4 | COc1ccc(C(C)=O)cc1CSc1nnc2c(Cl)cc(Cl)cn12
1 | 6% | 1% | ? | CC1(C)Cc2ccccc2-c2nnc(SCC(=O)N3CCN(c4ccccc4)CC3)n21
2 | -21% | -20% | ? | CSc1oc(-c2ccco2)nc1S(=O)(=O)c1ccc(Br)cc1
